A3G deaminase = blocks human APOBEC3G single-stranded DNA deamination | recombinant A3G, ssDNA deamination FAM/TAMRA fluorescence | inhibition, % at 20 µM | 330,000 tested, 0.28% active;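 active means inhibition of at least 40% at 20 µM, with no more than 30% in the related APOBEC3A deaminase screen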;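 further: plate controls were DMSO wells with A3G for no effect and wells lacking A3G enzyme for full effect; some compounds called inactive have numbers as strong as hits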
Target sequence (Q9HC16 whole entry, looked up): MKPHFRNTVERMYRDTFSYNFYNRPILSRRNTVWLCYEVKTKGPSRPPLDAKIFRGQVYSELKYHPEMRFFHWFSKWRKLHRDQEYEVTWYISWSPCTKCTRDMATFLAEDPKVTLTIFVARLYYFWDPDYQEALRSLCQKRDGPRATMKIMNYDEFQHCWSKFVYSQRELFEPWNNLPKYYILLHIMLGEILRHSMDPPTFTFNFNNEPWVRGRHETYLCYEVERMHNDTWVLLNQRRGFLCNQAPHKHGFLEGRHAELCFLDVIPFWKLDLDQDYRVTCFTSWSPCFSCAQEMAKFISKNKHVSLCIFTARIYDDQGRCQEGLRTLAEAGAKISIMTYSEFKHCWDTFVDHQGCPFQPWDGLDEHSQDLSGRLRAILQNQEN
mIAP block = mouse IAP inhibition. purified mouse IAP, CDP-Star luminescence, 30 min. inhibition, % at 10 µM. 330,000 tested, 0.2% active;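 active means inhibition of at least 40% at 10 µM in the primary screen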;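 further: plate controls were DMSO with enzyme for no effect and no enzyme wells for full effect; values of inactives mirror those of a sister screen read the other way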
MIN6 prolif = induces beta-cell replication in MIN6 cells; AID 2380; MIN6 cells proliferation, ATPlite luminescence, 48 h; cells starved in 0.2% serum; 100% = growth in 10% serum; proliferation, % at 10 µM; 330,000 tested, 0.29% active;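 active means compounds whose signal lies at least 3.5 SD above the mean of all wells on their plate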;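 further: 0% = DMSO-treated cells in low-serum medium and 100% = 10% serum control; some compounds called inactive have numbers as strong as hits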
tim10-1 inh = tim10-1 yeast growth inhibition. S. cerevisiae tim10-1 ts strain growth, BacTiter-Glo, 24 h. inhibition, % at 20 µM. 330,000 tested, 2.2% active;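 active means inhibition of at least 40%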;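 further: mutant grown at 25 °C; 0% = DMSO wells with yeast and 100% = wells holding no yeast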
TIM10 inh = growth inhibitors of TIM10 yeast strain; 330,000 tested, 1.4% active; inhibition, % at 10 µM; S. cerevisiae TIM10 strain growth, BacTiter-Glo luminescence, 24 h;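 active means inhibition of 40% or more at the single tested concentration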;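 further: wild-type TIM10 isogenic control strain grown at permissive 25 °C; 0% = DMSO yeast wells and 100% = minimal medium wells without yeast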
hIAP block = human IAP inhibition; AID 2544; purified IAP, CDP-Star luminescence, 30 min; inhibition, % at 10 µM; 330,000 tested, 0.12% active; P09923;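 active means inhibition reaching a set limit with compound at 10 µM in the primary screen, cut at about 35% in these data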;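 further: plate controls were DMSO wells with enzyme for no effect and no-enzyme buffer wells for full effect; values of inactives mirror those of a sister screen read the other way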
Target sequence (P09923 whole entry, looked up): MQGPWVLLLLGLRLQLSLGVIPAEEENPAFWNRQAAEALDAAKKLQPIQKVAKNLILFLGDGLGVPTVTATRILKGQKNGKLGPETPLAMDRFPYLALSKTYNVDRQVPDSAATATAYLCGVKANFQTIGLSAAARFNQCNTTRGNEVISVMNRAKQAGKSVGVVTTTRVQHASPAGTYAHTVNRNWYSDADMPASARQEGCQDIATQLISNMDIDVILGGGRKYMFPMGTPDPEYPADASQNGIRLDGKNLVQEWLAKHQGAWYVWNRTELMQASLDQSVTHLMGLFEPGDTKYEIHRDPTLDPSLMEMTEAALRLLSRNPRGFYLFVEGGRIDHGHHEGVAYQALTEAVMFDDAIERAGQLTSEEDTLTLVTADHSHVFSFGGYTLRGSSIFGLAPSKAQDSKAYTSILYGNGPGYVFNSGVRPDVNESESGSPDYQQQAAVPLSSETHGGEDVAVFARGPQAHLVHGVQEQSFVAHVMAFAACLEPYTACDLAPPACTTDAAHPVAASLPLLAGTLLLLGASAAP
APOBEC3A inh = inhibitors of human APOBEC3A DNA deaminase | P31941 | recombinant A3A, FAM/TAMRA ssDNA deamination fluorescence | inhibition, % at 20 µM | 330,000 tested, 0.41% active | AID 493011;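 active means at least 40% inhibition at 20 µM here, with at most 30% in a related deaminase screen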;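 further: plate controls were A3A with DMSO for no effect and wells lacking A3A enzyme for full effect; some results filed as inactive read as strong as hits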
mIAP activ = increases mouse intestinal alkaline phosphatase activity | muIAP, CDP-Star luminescence, 30 min; stronger effect = higher value; 1 = vehicle-only enzyme signal, 0 = enzyme-free wells | activation factor at 10 µM | 330,000 tested, 0.24% active | AID 2805;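 active means activation factor of at least 2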; further: the source names both 10 and 20 µM as test concentration; values of inactives mirror those of a sister screen read the other way
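System: mouse IAP enzyme. Reagent: CDP-Star chemiluminescent phosphatase substrate. Benchmarks: DMSO wells, no-enzyme wells. Times: 30 min enzyme-substrate-compound incubation at room temperature. Detection: luminescence from enzymatic CDP-Star hydrolysis. Doses: test compounds delivered from DMSO solution.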
NLRP3 yeast inh = NALP3 inhibition in yeast; inhibition, % at 10 µM; 330,000 tested, 0.39% active; Yeast reconstituted NLRP3/ASC/caspase-1, beta-gal luminescence, 24 h;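 active means inhibition of 50% or more; inactive means inhibition below 50%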;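 further: plate controls were induced DMSO wells for no effect and uninduced yeast grown without galactose for full effect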
Starred values were filed as active, the others as inactive. The order is random. About 4.6% of those tested had a hit in this group.

Below each SMILES – A3G deaminase	NLRP3 yeast inh	APOBEC3A inh	MIN6 prolif	TIM10 inh	mIAP block	tim10-1 inh	hIAP block	mIAP activ
> CCOC(=O)c1ccc(NC(=O)NCCc2ccccc2OC)cc1
 : -10	10	-3	-2	11	-182	7	-25	2.8*
> O=C(COC(=O)C1CC2CCCC(C1)C2=O)Nc1ccc(F)c(Cl)c1 (stereo not given)
 : -2	-41	-3	3	13	-10	-2	8	1.1
> CCc1ccc(Nc2nnc(SCC(=O)NC(=O)CN3CCCC3=O)s2)cc1
 : 2	11	12	-6	4	-4	12	13	1
> CCOC(=O)N1CCN(C(=O)COc2ccc(S(=O)(=O)NCc3ccccc3)cc2)CC1
 : -3	-3	-2	2	7	-5	12	20	1
> Cc1cccc(NC(=O)C2CCCN(C(=O)Nc3ccc(F)cc3)C2)c1C (stereo not given)
 : -9	-18	-5	-2	13	1	-26	-18	0.99
> CCOC(=O)c1[nH]c2ccccc2c1NC(=O)c1cc(OC)c(OC)c(OC)c1
 : -3	6	-2	-2	27	11	17	24	0.89
> COC(=O)CC(c1ccc(C#N)cc1)n1c(C)ccc1C (stereo not given)
 : 2	-10	2	-1	2	-1	23	-8	1
> COc1cc(C(c2sc3ncnn3c2O)N2CCN(c3ccccc3F)CC2)cc(OC)c1OC (stereo not given)
 : -9	11	-1	2	8	4	-8	-4	0.96
> CCc1ccc(CN(C(=O)c2oc3ccccc3c2C)C2CCS(=O)(=O)C2)cc1 (stereo not given)
 : -5	17	1	-1	7	-3	14	6	1
> Cc1cccc(N2CCN(C(=O)c3cccc(S(=O)(=O)N4CCCCC4)c3)CC2)c1C
 : -8	9	-2	-6	32	-6	9	2	1.1
> Fc1ccc(CNC(=S)Nc2ccccc2F)cc1
 : -7	23	-5	1	5	-19	13	8	1.2
> CCCCOc1ccc(-c2nc(/C=N/c3nccs3)c(O)o2)cc1
 : -8	15	-1	0	-1	17	14	-13	0.83
> COc1ccc(OCC(=O)Nc2ccc3c(c2)C(=O)NC3=O)cc1
 : -4	4	-1	-2	8	-6	16	-5	1.1
> NC(=O)COC(=O)c1sc2cc(F)ccc2c1Cl
 : -6	14	-3	1	9	7	8	0	0.93
> C=CCN1C(=O)CS/C1=C(\C#N)S(=O)(=O)c1ccc(C)cc1
 : -6	13	-5	0	15	19	11	-11	0.81
> CCOc1ccc(-c2nc(CSCC(=O)NCCN3CCOCC3)c(C)o2)cc1
 : -3	5	3	-3	1	-6	12	-16	1.1
> Cc1ccc(C(=O)N2CCCC(c3nc4c(nnn4Cc4ccccc4)c(=O)[nH]3)C2)cc1 (stereo not given)
 : -6	10	-1	1	12	6	1	-9	0.94
> O/N=C1\CCc2cc(Cl)ccc21
 : -6	-7	-6	3	9	0	-8	-17	1
> CC(C)OC(=O)CSc1nnc(C2CCCCC2)n1N
 : -1	5	1	-3	2	9	-1	11	0.91
> Cc1nc(NCCN2CCOCC2)c2nnn(Cc3c(F)cccc3Cl)c2n1
 : 7	18	1	-3	4	-11	2	12	1.1
> CCOC(=O)c1cn(CC)c2cc(N3CCCCC3)c(F)cc2c1=O
 : -4	-10	-6	-1	-4	-6	27	-9	1.1
> O=S(=O)(c1ccc(F)c(F)c1)N1CCN(S(=O)(=O)c2cccs2)CC1
 : -4	5	-1	-1	7	1	-22	4	0.99
> CCCCN(Cc1ccccc1)C1CCN(Cc2ccccc2)CC1
 : -7	31	-4	4	-25	5	-22	-36	0.95
> Cc1ccc(S(=O)(=O)N2CCOC23CCN(C(=O)c2cc(Cl)ccc2Cl)CC3)cc1
 : 1	14	-2	-1	-5	5	37	1	0.95
> COc1ccc(/C=C/C(=O)Nc2cccnc2Cl)cc1
 : -4	21	0	-3	-7	-1	16	-2	1
> CC1(C)OC(=O)C(=NNc2ccccc2C(=O)O)C(=O)O1
 : -1	-5	2	0	0	-7	8	-10	1.1
> CCN(CC)S(=O)(=O)c1cc(NC(=O)c2n[nH]c(=O)c3ccccc23)ccc1C
 : -1	16	1	0	0	-2	-5	-3	1
> O=c1c2c(-c3cccs3)csc2ncn1-c1ccc(Br)cc1
 : -6	18	-2	0	17	14	42*	61*	0.86
> CCC(=NCCc1c(C)[nH]c2ccc(OC(F)(F)F)cc12)C1=C(O)CC(c2ccccc2)CC1=O (stereo not given)
 : -7	10	1	-6	-16	3	-11	1	0.97
> Cc1cccc(C)c1NC(=O)COC(=O)c1cccc2c1C(=O)c1ccccc1C2=O
 : -6	24	1	0	22	3	19	2	0.97
> CC(C)(C)N(CC#CCC1(O)c2ccccc2-c2ccccc21)CCO
 : -8	4	1	1	-9	-3	-3	1	1
> CN(C)S(=O)(=O)c1ccc(C(=O)Nc2ccc(Cl)cc2)cc1
 : -6	12	-4	-3	18	3	28	0	0.97
> O=S1CC/C(=N\O)c2ccccc21 (stereo not given)
 : -5	15	6	0	-5	3	15	-6	0.97
> Cc1cc(=O)c(C(=O)O)nn1-c1ccccc1Cl
 : -5	22	0	-5	8	8	-14	-4	0.92
> Cc1csc(=O)n1CCC(=O)OCC(=O)Nc1cc([N+](=O)[O-])ccc1Cl
 : 12	16	2	0	5	9	13	3	0.91
> O=C(CSCc1ccccc1)Nc1cccc(C(=O)Nc2ccc(C(=O)O)cc2)c1
 : -9	6	-6	-1	-7	9	-9	-32	0.91
> COc1ccc(CC(=O)NNC(=O)CSc2nnc(Cc3ccc(OC)cc3)n2-c2ccccc2)cc1
 : -6	16	0	4	18	-2	5	0	1
> O=C1NC2(CCCCCC2)C(=O)N1Cc1ccccc1
 : -6	16	-2	1	5	0	12	-1	1
> Cc1cccc(OCc2nnc(SCC(=O)Nc3cccc(C(=O)N4CCOCC4)c3)n2C)c1
 : -7	2	-1	-3	-4	11	3	3	0.89
> CCCCCN(C(=O)COC(=O)COc1c(C)cc(C)cc1C)c1c(N)n(CCCC)c(=O)[nH]c1=O
 : -6	12	4	-3	9	-3	9	-14	1
> CC(C)(C)NC(=O)NC(=O)CN1CCc2ccccc21
 : -4	-7	-2	-3	6	-7	34	-3	1.1
> CCCc1noc(-c2cccc([N+](=O)[O-])c2)n1
 : -8	-5	-1	-1	4	0	19	14	1
> COc1ccc(-c2nn3c(C4CCCCC4)nnc3s2)cc1OC
 : 27	7	-2	9.1*	9	8	28	-41	0.92
> COC(/C=C/Nc1ccc(OC)cc1)=C(C#N)C#N
 : -1	7	0	-2	-18	-4	-13	-18	1
> CCOc1ccc(-n2cc(C(=O)NCCOC)c3cc(OC)c(OC)cc3c2=O)cc1
 : -6	9	0	-4	10	1	17	-27	0.99
> COc1ccc(F)cc1S(=O)(=O)NCC(c1ccc2c(c1)OCO2)N1CCN(C)CC1 (stereo not given)
 : -10	1	-2	1	2	6	0	-1	0.94
> Cc1nc(CS(=O)(=O)c2ccccc2)cc(N2CCN(c3ccccc3F)CC2)n1
 : -3	2	0	0	-4	1	7	-10	0.99
> CC(C)CS(=O)(=O)C1=NN2C(=N)/C(=C\c3ccc(OC(=O)c4ccco4)cc3)C(=O)N=C2S1
 : -1	17	-2	-2	13	12	18	2	0.88
> C[C@@H]1C[C@H]2[C@@H]3CCC4=CC(=O)C=C[C@]4(C)[C@@]3(F)[C@@H](O)C[C@]2(C)[C@@]1(O)C(=O)COP(=O)(O)O
 : -4	-9	-1	-2	0	6	3	0	0.94
> Cc1ccc(/C=C/C(=O)OCC(=O)NCCc2ccc(S(N)(=O)=O)cc2)o1
 : -5	8	-1	-4	-13	12	3	-8	0.88

The results go on:
Below each SMILES – A3G deaminase	NLRP3 yeast inh	APOBEC3A inh	MIN6 prolif	TIM10 inh	mIAP block	tim10-1 inh	hIAP block	mIAP activ
> Cc1noc(/C=C/N(C)C)c1S(=O)(=O)N1CCC(C(=O)NC(C)(C)C)CC1
 : -3	20	-5	-1	8	-3	1	-4	1
> CCOc1ccc(NC(=O)CN2CCN(CC(=O)Nc3ccc(Cl)c(C(F)(F)F)c3)CC2)cc1
 : 0	9	5	-5	12	-10	35	5	1.1
> CC(C)[C@H](NC(N)=O)C(=O)Nc1ccc(F)c(Cl)c1
 : -2	-1	23	-1	-27	-4	10	-3	1
> O=C(CNC(=O)c1ccccc1)OCc1nc2ccccc2s1
 : -8	-5	-3	2	-3	8	-12	-2	0.92
> O=C(O)CNC(=O)CCN1C(=O)c2ccccc2C1=O
 : -4	-8	0	0	-12	-8	-9	-27	1.1
> COc1cc2ccccc2cc1C(=O)NC1CCC(C)CC1 (stereo not given)
 : -7	25	-2	-5	-13	18	-30	0	0.82
> CCOC(=O)c1cc(C)sc1NC(=O)C(c1ccccc1)c1ccccc1
 : -2	-10	-3	-3	15	5	18	1	0.95
> Cc1ccc(Cn2c(SCC(=O)NCC3CCCO3)nc3ccsc3c2=O)cc1 (stereo not given)
 : -3	6	0	2	-11	8	13	23	0.92
> Cc1cc2c([nH]c3ccccc32)c(C)n1
 : -5	15	2	-3	-6	0	-11	10	1
> CC(C)(C)c1ccc(-n2ncc3c2CCCC3NC(=O)c2csnn2)cc1 (stereo not given)
 : -3	11	-2	-3	3	-3	12	-5	1
> CCCN(CC(=O)Nc1cc(C)on1)CC(=O)Nc1ccccc1C
 : -5	8	3	-2	0	9	10	-37	0.91
> COC(=O)c1cc(-c2c(-c3ccc4c(c3)OCO4)noc2-c2ccsc2)cc([N+](=O)[O-])c1
 : 12	13	0	-1	24	0	22	7	1
> Cc1cccn(Cc2c(F)cccc2Cl)c1=O
 : -5	6	-2	-2	-7	-8	-9	-15	1.1
> CCN(CC)S(=O)(=O)c1ccc(N2CC(C(=O)NCCc3ccc(Cl)cc3)CC2=O)cc1 (stereo not given)
 : 1	13	35	-3	0	-2	2	1	1
> O=C(CCN1C(=O)/C(=C/c2ccc(F)cc2)SC1=S)N[C@@H](CO)Cc1ccccc1
 : 2	1	-2	-3	27	5	27	-5	0.95
> COc1cccc(C(=O)Nc2c(C)n[nH]c2C)c1
 : -8	14	-6	-2	13	5	12	1	0.95
> O=S(=O)(c1ccc(Cl)s1)N1CCc2ccccc2C1
 : -5	-2	-2	2	6	9	28	4	0.91
> O=C(O)c1ccccc1-c1ccccc1C(=O)NCc1ccco1
 : -1	8	6	1	0	-1	10	-9	1
> Cc1ccc(S(=O)(=O)N2CCN(C(=O)CNC(=O)c3ccc(Cl)cc3)CC2)cc1
 : -3	15	4	-4	-10	-2	8	-16	1
> Cc1cc2nc(C3CCN(Cc4nnnn4Cc4cccs4)CC3)[nH]c2cc1C
 : -1	2	0	-3	1	-15	-1	37*	1.1
> COc1ccccc1NC(=S)NC(=O)C(C)(C)C
 : 1	19	-2	-1	18	4	50*	9	0.96
> C[C@@]12C(=O)Nc3ccccc3C(=O)N1[C@H]1c3cc(Br)ccc3OC[C@@H]1[C@@H]2c1ccccc1
 : -11	17	-3	-9	6	-5	34	16	1.1
> N#CC1=C(N)C(C#N)(C#N)[C@H](c2cccnc2)[C@H]2CN(C(=O)OCc3ccccc3)CC=C12
 : -6	-6	-4	2	6	0	7	8	0.99
> Cc1ccc(C2=Nc3cccnc3C(c3ccccc3)=NN2)cc1
 : -8	13	-1	3	-1	-3	12	3	1
> Cc1cc(-c2nn(-c3ccccc3F)cc2CN2CCC(C(N)=O)CC2)c(C)s1
 : -2	10	1	2	-9	-11	12	-1	1.1
> CCOc1ccc(S(=O)(=O)NCCCl)cc1
 : -4	-5	0	-2	-9	5	-4	0	0.95
> [C-]#[N+][C@H](O[C@@H]1O[C@H](CO)[C@@H](O)[C@H](O)[C@H]1O)c1ccccc1
 : -3	4	0	0	-7	7	-5	14	0.93
